Bioassay records deposited in PubChem by several laboratories.
SUMO HTRF inh: inhibitors of in vitro SUMOylation cascade, primary screen, biochemical, HTRF, uHTS; inhibition, % at 35 µM; HTRF SUMOylation assay, SAE1/SAE2 + UBC9; AID 2006, 2009; 290,000 compounds, 0.36% hits; in the data active means inhibition above about 50%, passing the limit was not always enough; further: strong numbers were not always called active
Target sequence (P63279 whole entry, looked up): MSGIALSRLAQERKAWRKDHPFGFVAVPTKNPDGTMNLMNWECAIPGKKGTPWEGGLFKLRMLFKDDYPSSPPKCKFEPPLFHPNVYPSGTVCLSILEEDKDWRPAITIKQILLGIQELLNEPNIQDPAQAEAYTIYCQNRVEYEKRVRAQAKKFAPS
M18AAP inhibitor: PfM18AAP inhibitors, malaria aminopeptidase, primary screen, biochemical, QFRET, recombinant enzyme. 290,000 compounds, 1.2% hits. H-Glu-NHMec fluorogenic cleavage. inhibition, % at 7.35 µM;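 active means inhibition above the campaign mean inhibition over all tested compounds plus 3 SD, cut at about 28% in these data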;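 further: 0% = plate median of test compound wells and 100% = 2 mM ZnCl2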
MEKK2mut PB1 HTS: MEK5 binding signal on mutant MEKK2 PB1, primary screen, biochemical, multiplex bead flow cytometry, Alexa488-MEK5. AID 1530, 2009. 290,000 compounds, 0.35% hits. Alexa488-MEK5 binding to MEKK2 mutant. percent response, % at 10 µM; in the data active means percent response above about 24%, passing the limit was not always enough; further: inactives centre near 1; some results filed as inactive read as strong as hits
HCV NS3 hel inh: inhibitors of HCV NS3 helicase, primary screen, biochemical, Cy5 molecular beacon fluorescence | Hepatitis C virus NS3 helicase | NS3 helicase DNA unwinding | inhibition, % at 10.9 µM | 290,000 compounds, 0.56% hits | AID 1800, 2009;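 active means inhibition above the mean of all tested compounds plus 3 SD, set per campaign, cut at about 35% in these data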;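 further: 0% = DMSO wells and 100% = thioflavine S control wells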
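System: HCV NS3 helicase fragment; control set: DMSO and thioflavine S; technique: Cy5 fluorescence at 0 and 60 min, beacon hairpin quenching; reagent: beacon DNA duplex substrate plus ATP; replicates: singlicate; schedule: 1 h reaction at 25 °C, ATP-initiated; medium: MOPS buffer pH 6.5 with MgCl2, DTT, Tween20, BSA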
VIM-2 inhibitor: VIM-2 metallo-beta-lactamase inhibitors, primary screen, biochemical, epi-absorbance readout, Pseudomonas aeruginosa enzyme. purified VIM-2, nitrocefin hydrolysis, epi-absorbance fluorescence. inhibition, % at 5.6 µM. 290,000 compounds, 0.89% hits;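 active means inhibition above the mean of all tested compounds plus 3 SD, cutoff set per screening run, cut at about 7.5% in these data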;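 further: red hydrolysis product quenches plate fluorescence so inhibitors raise well fluorescence; 0% = enzyme with DMSO and 100% = DMSO without enzyme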
IMP-1 inhibitor: IMP-1 metallo-beta-lactamase inhibitors, primary screen, biochemical, epi-absorbance readout, Pseudomonas aeruginosa enzyme. metallo-beta-lactamase IMP-1 (Pseudomonas aeruginosa). AID 1556, 2009. 290,000 compounds, 0.45% hits. inhibition, % at 5.6 µM. purified IMP-1, nitrocefin hydrolysis, epi-absorbance fluorescence;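 active means inhibition above the mean plus 3 SD of all compounds in the same screening run, cut at about 4.5% in these data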;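 further: 0% = IMP-1 with DMSO and 100% = DMSO wells lacking enzyme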
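System: Purified recombinant IMP-1 metallo-beta-lactamase enzyme | Measured by: Fluorescence quenching readout, ex 480/em 530 nm | Replication: Singlicate | Incubation: 15 min preincubation plus 25 min reaction at 25 °C | Evaluation: Percent inhibition from optical density relative to buffer-blank wells | Benchmarks: DMSO with and without IMP-1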
DNA FID counter: compounds displacing fluorescent DNA intercalator, primary screen, artefact control for HCV NS3 helicase inhibitor project, biochemical, FID fluorescence; DNA fluorescent intercalator displacement; inhibition, % at 7.9 µM; 290,000 compounds, 0.17% hits; AID 1845, 2009; in the data active means inhibition above about 37%;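 further: 0% = vehicle and 100% = reference compound; higher means more ethidium bromide displaced from hairpin DNA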
NALP1 yeast inh: NALP1 inflammasome inhibitors in reconstituted yeast, colorimetric, S. cerevisiae, triplicate retest | inhibition, % at 10 µM | S. cerevisiae NALP1/ASC/caspase-1 growth, X-gal OD620, 72 h | 280,000 compounds, 0.61% hits | AID 2071, 2009; in the data active means inhibition mostly above about 24%, no sharp cut-off; inactive means mostly below about 32%; further: some compounds called inactive have numbers as strong as hits
MEKK2wt PB1 HTS: modulators of MEK5 binding to wildtype MEKK2, primary screen, biochemical, multiplex bead flow cytometry, Alexa488-MEK5 | Mitogen-activated protein kinase kinase kinase 2 (Homo sapiens), Q9Y2U5 | binding response (% of control), % at 10 µM | 290,000 compounds, 1.1% hits | Alexa488-MEK5 binding to MEKK2 WT; actives lie on both sides; in the data active means binding response below about 67% or above about 130%
* hit, by the source's call; · = not tested or not shown.

Preview (5 entries):
SMILES	SUMO HTRF inh	M18AAP inhibitor	MEKK2mut PB1 HTS	HCV NS3 hel inh	VIM-2 inhibitor	IMP-1 inhibitor	DNA FID counter	NALP1 yeast inh	MEKK2wt PB1 HTS
O=C(NCC1CCCO1)C(=O)NCC(c1ccco1)N1CCN(c2ccc(F)cc2)CC1 (stereo not drawn)	-8.7	-11.7	-1.0	8.9	-1.2	0.0	-27.7	31.1	97.0
CCNC(=O)c1ccc(-n2nc(C(F)(F)F)c3c2CCCC3)cc1	-7.8	1.9	3.0	-2.9	-0.7	-2.0	-12.9	1.5	101.0
CCN(CC)c1ccc(C(=O)N/N=C(\C)c2ccc(OC)c(OC)c2)cc1	-3.9	-17.3	12.0	-0.3	-3.8	-4.3	-12.5	18.7	107.0
FC(F)(F)c1ccccc1NC(=S)N1CCCCCC1	2.1	-9.4	-3.0	-7.4	-1.4	-0.6	-7.1	5.9	96.0
Cc1ccc2ncccc2c1N	9.9	-0.6	4.0	5.7	-0.4	-3.1	1.8	-1.4	105.0

Main list, repeating the preview:
SMILES	SUMO HTRF inh	M18AAP inhibitor	MEKK2mut PB1 HTS	HCV NS3 hel inh	VIM-2 inhibitor	IMP-1 inhibitor	DNA FID counter	NALP1 yeast inh	MEKK2wt PB1 HTS
O=C(NCC1CCCO1)C(=O)NCC(c1ccco1)N1CCN(c2ccc(F)cc2)CC1 (stereo not drawn)	-8.7	-11.7	-1.0	8.9	-1.2	0.0	-27.7	31.1	97.0
CCNC(=O)c1ccc(-n2nc(C(F)(F)F)c3c2CCCC3)cc1	-7.8	1.9	3.0	-2.9	-0.7	-2.0	-12.9	1.5	101.0
CCN(CC)c1ccc(C(=O)N/N=C(\C)c2ccc(OC)c(OC)c2)cc1	-3.9	-17.3	12.0	-0.3	-3.8	-4.3	-12.5	18.7	107.0
FC(F)(F)c1ccccc1NC(=S)N1CCCCCC1	2.1	-9.4	-3.0	-7.4	-1.4	-0.6	-7.1	5.9	96.0
Cc1ccc2ncccc2c1N	9.9	-0.6	4.0	5.7	-0.4	-3.1	1.8	-1.4	105.0
COc1cc(NC(=O)COC(=O)c2nc3nc(C)cc(C)n3n2)cc(OC)c1	4.9	-11.6	4.0	3.8	5.1	-0.4	1.0	-7.4	105.0
Cc1ccc(-n2c(-c3ccncc3)n[nH]c2=S)cc1C	8.0	20.6	-3.0	-9.1	3.2	-2.4	-11.1	-8.6	114.0
Cc1ccc(C)n1-c1ccc(C(=O)NCc2ccncc2)cc1	5.4	-1.0	-15.0	1.2	0.7	-1.3	-4.0	20.9	65.0
C[C@@H](NC(=O)[C@@H]1Cc2ccccc2CN1)C(=O)NC1CCCCC1	-1.8	-2.8	0.0	-2.2	-3.9	-4.8	-4.6	11.7	98.0
Cn1nnc2cc(NC(=O)Nc3cccc(C(F)(F)F)c3)ccc21	0.7	-8.4	8.0	-13.2	-3.2	-5.7	-8.3	-9.0	107.0
COc1ccc(NC(=S)N2C3CCC2CC(NC(=O)NC24CC5CC(CC(C5)C2)C4)C3)c(OC)c1 (stereo not drawn)	-18.9	1.5	4.0	-28.5	-3.7	-3.2	-24.1	18.3	104.0
O=C(Nc1ccc(C(=O)N2CCCCC2)cc1)Nc1cccc(Cl)c1	12.3	5.1	7.0	-11.9	-5.4	-4.1	-14.8	3.8	108.0
COc1ccc(NCCc2ccccn2)cc1	12.7	-13.8	11.0	-7.0	0.1	-2.6	11.9	8.9	117.0
CCOc1ccccc1NS(=O)(=O)c1ccc(OC)c(OC)c1	1.5	-1.4	1.0	5.2	-0.8	-1.0	-15.5	-7.7	102.0
CC(=O)c1cccc(NS(=O)(=O)c2ccc(-c3cnc(C4CC4)o3)cc2)c1	12.0	-10.3	-2.0	-16.9	0.1	0.6	-25.4	13.6	100.0
CCN(CC)CCN(C(=O)c1ccc(N2C(=O)CCC2=O)cc1)c1nc2cc3c(cc2s1)OCO3	-5.9	1.7	-29.0	-3.2	-0.6	-0.9	13.3	10.1	74.0
CCN(C(=O)CCN1C(=O)S/C(=C\c2ccccc2)C1=O)C1CCS(=O)(=O)C1 (stereo not drawn)	7.4	-3.0	-2.0	6.3	0.9	-2.0	-39.8	3.0	102.0
Cc1ccc(C)n1CCN1CCN(C(=O)c2ccc(Cl)cc2)CC1	-3.2	-6.2	10.0	-5.3	-2.3	-3.4	-5.8	16.5	110.0
Cc1onc(-c2ccccc2)c1NC(=O)N(CCC(=O)O)Cc1ccccc1	4.7	-2.2	5.0	1.0	0.7	-1.1	-9.1	12.4	101.0
Cc1ccc(S(=O)(=O)C(C#N)c2nc3ccccc3nc2OCCO)cc1 (stereo not drawn)	16.6	4.6	0.0	10.9	-1.7	-0.5	-28.7	8.6	101.0
CN(C)S(=O)(=O)c1cccc(NC(=O)CN2C(=O)NC(CCc3ccccc3)C2=O)c1 (stereo not drawn)	3.5	1.6	-2.0	1.1	-5.0	0.5	-13.0	5.2	96.0
COc1ccccc1N1CCN(C2=CC(=O)CCC2)CC1	13.6	7.9	2.0	2.2	-3.3	-2.8	-1.1	-13.0	102.0
N/C(=N\N=C\c1cccs1)SC1CC(=O)N(c2cccc([N+](=O)[O-])c2)C1=O (stereo not drawn)	34.1	4.3	2.0	-1.8	-2.6	-2.9	3.3	-5.9	101.0
O=C(CCn1c(=S)[nH]c2cc3c(cc2c1=O)OCO3)NCc1ccccc1Cl	49.8	-0.6	1.0	8.9	-2.6	-5.1	-10.7	25.2	96.0
CCOC(=O)NCCc1c(C)nc2c(c(C)nn2C(C)(C)C)c1C	-3.8	-7.5	4.0	-4.1	0.2	-2.9	-29.0	3.6	104.0

Later entries
SMILES	SUMO HTRF inh	M18AAP inhibitor	MEKK2mut PB1 HTS	HCV NS3 hel inh	VIM-2 inhibitor	IMP-1 inhibitor	DNA FID counter	NALP1 yeast inh	MEKK2wt PB1 HTS
CCn1c(-c2ccc([N+](=O)[O-])cc2)n[nH]c1=S	7.6	9.4	-2.0	3.4	-1.0	-4.5	-0.7	9.7	92.0
CCOC(=O)Cc1nnc(NC(=O)COc2ccc(F)cc2)s1	-8.0	6.5	2.0	-0.8	-1.5	-3.2	-9.4	17.1	106.0
COC(=O)c1cc2sccc2n1CC(=O)Nc1cc(OC)cc(OC)c1	5.1	3.0	-5.0	-10.0	0.3	1.7	-12.6	-7.1	90.0
CCOC(=O)CCSc1nc(C)c2cc(C)c(C)cc2n1	4.6	5.0	1.0	-3.4	-1.3	-1.0	-18.9	11.1	95.0
CCCCNC(=O)c1cc2c(=O)n3cccc(C)c3nc2n(Cc2ccccc2)c1=N	20.5	-4.0	-1.0	1.8	-1.5	-3.0	-4.8	13.0	96.0
CCOc1ccc(S(=O)(=O)N(C)CC(=O)NCc2ccco2)cc1	-2.1	4.8	7.0	14.9	-1.9	-1.2	-15.0	-5.1	100.0
COc1cc(CCC(=O)OCC(=O)Nc2ccc(Br)cc2F)cc(OC)c1OC	-6.6	-7.7	-1.0	-17.1	0.1	-1.3	-32.7	14.9	99.0
CC(C)Oc1cccc(C(=O)C2CCCN(S(=O)(=O)C(C)C)C2)c1 (stereo not drawn)	-0.4	-0.8	-4.0	-2.9	-2.0	-2.6	-23.3	-0.9	99.0
O=C(c1cccc(Cl)c1)c1nn(-c2ccccc2)c(=O)cc1C(F)(F)F	-1.7	3.9	2.0	-7.7	-2.3	-2.5	-17.0	-14.7	111.0
COc1cccc2cc(C(=O)C3=C(O)C(=O)N(Cc4ccco4)C3c3cccnc3)oc12 (stereo not drawn)	25.4	-4.9	2.0	13.4	0.6	-1.9	-24.5	-3.4	105.0
Cc1c(C(=O)NC(c2ccccn2)C(F)(F)F)oc2c(F)cccc12 (stereo not drawn)	-5.9	-0.3	-7.0	1.1	-4.4	-0.2	-12.2	26.1	100.0
O=C(COC(=O)c1cccnc1Cl)Nc1ccc2c(c1)OCO2	1.6	-2.8	-14.0	-6.5	-0.2	-0.8	-8.0	-9.2	74.0
CCC(C)N(C(=O)COC(=O)CNC(=O)c1sc2ccccc2c1Cl)C1CCS(=O)(=O)C1 (stereo not drawn)	3.5	8.8	5.0	15.8	-1.2	0.0	-33.9	17.9	101.0
CC(C)CCN(C)c1ccc(/C=N/n2cnnc2)cc1	5.3	12.4	11.0	-1.8	-1.7	-2.2	1.6	34.3	102.0
COc1cc2c(cc1OC)C(c1cccc([N+](=O)[O-])c1)N(C(=O)c1ccc(F)cc1)CC2 (stereo not drawn)	3.5	-5.8	-5.0	-5.5	-1.0	0.9	-1.3	-3.9	92.0
Cc1ccc(S(=O)(=O)c2c(C)c(C)c(C)[nH]c2=O)cc1	-0.6	1.5	3.0	5.2	-1.2	-3.8	-6.0	13.0	102.0
CCC(CC)C(=O)c1c[nH]c(C(=O)NC2CCCCCC2)c1	8.5	5.8	-4.0	1.3	-2.9	-1.7	-39.4	5.3	92.0
Cc1onc(-c2ccccc2)c1C(=O)NCC(O)c1ccccc1 (stereo not drawn)	7.4	2.8	-12.0	-12.6	-3.5	-2.2	-4.7	-3.6	89.0
CC(=O)Nc1ccc(S(=O)(=O)N2CCC(N3CCCC3)CC2)cc1	22.2	-6.9	10.0	3.1	0.1	-1.6	1.8	12.5	105.0
Nc1ccc(C(=O)Nc2nccs2)cc1	16.3	-2.2	-13.0	8.5	-3.3	-3.1	5.8	4.7	81.0
Cc1ccc(C)c(N2CCN(C(=O)CCC(=O)N3CCOc4ccc(Cl)cc43)CC2)c1	-8.7	-4.2	-3.0	-23.9	-1.5	-0.9	-39.5	-72.7	98.0
CN1C(=O)/C(=C\C(=O)c2cccs2)c2ccccc21	5.7	21.3	3.0	1.0	-1.4	-3.1	3.3	-15.3	100.0
CCC(C)Oc1cccc(OCCCCN2C(=O)NC(C)(C)C2=O)c1 (stereo not drawn)	-11.6	-1.7	2.0	-4.6	-0.7	-2.3	-33.5	·	105.0
COc1cccc(N2CCN(Cc3nnnn3C3CCCCC3)CC2)c1	3.6	4.8	6.0	2.3	-1.9	-1.5	-29.6	4.7	109.0
COc1cc(/C=N/NC(=O)c2cc(C)n(-c3ccc(F)cc3)c2C)cc(OC)c1O	13.4	21.3	1.0	12.6	-3.5	-1.7	-28.1	-33.3	105.0
CCOC(=O)C(=CNNc1ccccc1)C(=O)OCC	-3.8	11.8	10.0	-4.5	-1.8	-2.3	-4.2	-5.5	106.0
CC/C(=N\NC(=O)c1cc(C2CC2)[nH]n1)c1ccccc1	9.1	8.3	3.0	1.5	-5.5	-3.2	-15.2	-6.3	102.0
CS(=O)c1ccccc1-c1nc(-c2cccc(Cl)c2)no1 (stereo not drawn)	8.8	-9.1	1.0	3.2	-1.4	-2.1	-6.1	-5.9	101.0
